# HCMV antiviral: qHTS Assay for inhibitors of the human cytomegalovirus (HCMV); HFF cells, HCMV-luciferase reporter, 72 h; hits give low values; activity change, negative = inhibition, % at 57.5 µM; 410,000 tested, 4.5% active; AID 1259415, 2018; in the data active means activity change below about -60%; inconclusive means no clear call, values can overlap the other calls; inactive means above about -39%
#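 Human foreskin fibroblasts infected with luciferase-reporter HCMV at MOI 1 PFU/cell, compounds at two doses. Luciferase measured 72 h post infection; normalized to buffer-only basal and Salinomycin (10uM) controls.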
# AMA1 RON2 block: qHTS for Inhibitors of AMA1-RON; Towards Development of Antimalarial Drug Lead: Primary Screen; Plasmodium falciparum AMA1 (3D7) - RON2 peptide interaction; AlphaScreen AMA1-biotinylated RON2 peptide binding; 360,000 tested, 0.2% active; Potency, µM (doses to about 58.2 µM), without a hit: at the top dose activity change, negative = inhibition, hits mostly inhibitors;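 further: potency means the concentration at half of the fitted maximal effect; 0% = vehicle wells and -100% = peptide control; nearly all actives have a fitted effect of over 45% in size; some results filed as inactive show a strong effect at the top dose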
#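 AMA1 (3D7) with his tag at 25 nM final met compounds first, then biotinylated RON2 peptide at 25 nM; detection used donor plus acceptor beads, 10 µg/mL apiece, read by AlphaScreen after 30 min at room temperature.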
# AmpC detergent: qHTS Inhibitors of AmpC Beta-Lactamase (assay with detergent). 370,000 tested, 0.041% active. Potency, µM (doses to about 114 µM), for the others: at the highest dose activity change, negative = inhibition, actives largely listed as inhibitors. P00811. AID 485294, 2010. AmpC hydrolysis of nitrocefin, absorbance 480 nm, 0.01% Triton;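 further: potency means the concentration at half of the fitted maximal effect; 0% = no-compound wells and -100% = no-enzyme wells; nearly all actives have a fitted effect of over 25% in size; some results filed as inactive show a strong effect at the top dose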
# Target sequence (P00811 whole entry, looked up): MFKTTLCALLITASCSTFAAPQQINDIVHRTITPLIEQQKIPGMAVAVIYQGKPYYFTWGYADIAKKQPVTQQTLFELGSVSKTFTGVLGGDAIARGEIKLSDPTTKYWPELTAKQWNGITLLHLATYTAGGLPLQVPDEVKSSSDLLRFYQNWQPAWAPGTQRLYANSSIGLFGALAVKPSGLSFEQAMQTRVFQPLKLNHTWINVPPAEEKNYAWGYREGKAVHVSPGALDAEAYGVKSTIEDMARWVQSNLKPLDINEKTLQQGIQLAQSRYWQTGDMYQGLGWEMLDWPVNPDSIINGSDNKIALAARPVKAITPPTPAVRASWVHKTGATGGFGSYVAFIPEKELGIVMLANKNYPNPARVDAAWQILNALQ
#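 AmpC (5.3 nM in the dispensed reagent) in 20 mM phosphate pH 7.0 with 0.01% (detergent screen) or 0.0001% Triton X-100 was preincubated with compounds for 15 min at room temperature. Nitrocefin was then added from an 800 uM solution, and hydrolysis was followed at 480 nm.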
# AmpC inh no detg: qHTS Inhibitors of AmpC Beta-Lactamase (assay without detergent). AmpC nitrocefin hydrolysis, absorbance 480 nm, 0.0001% Triton. Potency, µM (highest dose often 57.1 µM), for the others: top-dose activity change, negative = inhibition, most hits filed as inhibitors. AID 485341, 2010. 330,000 tested, 0.52% active;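 further: potency means the concentration at half of the fitted maximal effect; plate controls were no compound for no effect and no enzyme for full effect; nearly all actives have a fitted effect of over 20% in size; some results filed as inactive show a strong effect at the top dose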
#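 AmpC (5.3 nM in the dispensed reagent) in 20 mM phosphate pH 7.0 with 0.01% (detergent screen) or 0.0001% Triton X-100 was preincubated with compounds for 15 min at room temperature. Nitrocefin was then added from an 800 uM solution, and hydrolysis was followed at 480 nm.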
# LmPK inh: qHTS Assay for Inhibitors of Leishmania Mexicana Pyruvate Kinase (LmPK) | Q27686 | purified LmPK, Kinase-Glo ATP luminescence, 1 h | Potency, µM (top dose mostly 57.5 µM), for the others: at the top dose activity change, negative = inhibition, most hits filed as inhibitors | 290,000 tested, 0.37% active; further: potency means the concentration at half of the fitted maximal effect
# Target sequence (Q27686 whole entry, looked up): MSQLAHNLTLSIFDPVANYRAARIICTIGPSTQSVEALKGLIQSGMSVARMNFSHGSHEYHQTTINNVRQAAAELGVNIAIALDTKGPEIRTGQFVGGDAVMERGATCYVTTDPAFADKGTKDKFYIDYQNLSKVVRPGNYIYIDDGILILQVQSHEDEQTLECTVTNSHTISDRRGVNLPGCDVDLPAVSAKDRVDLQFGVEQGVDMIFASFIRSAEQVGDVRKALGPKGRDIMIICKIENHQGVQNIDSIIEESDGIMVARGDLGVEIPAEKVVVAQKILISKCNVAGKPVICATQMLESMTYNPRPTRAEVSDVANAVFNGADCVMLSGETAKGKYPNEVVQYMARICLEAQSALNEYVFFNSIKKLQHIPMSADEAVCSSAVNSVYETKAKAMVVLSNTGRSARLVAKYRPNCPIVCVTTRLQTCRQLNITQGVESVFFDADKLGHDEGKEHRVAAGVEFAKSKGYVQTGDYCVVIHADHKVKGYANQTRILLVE
#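 In 50 mM imidazole pH 7.2 with 7 mM MgCl2, LmPK (0.1 nM) turned over PEP (0.5 mM) and ADP (0.1 mM) for 1 h at room temperature. Luciferase read-out of ATP.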
# TbPYK inhibitor: qHTS of Trypanosoma Brucei Inhibitors; pyruvate kinase (Trypanosoma brucei), Q57TT1; TbPYK enzyme, Kinase-Glo Plus ATP luminescence, 45 min; Potency, µM (doses to about 76.8 µM), inactives show top-dose activity, negative = inhibition, hits mostly inhibitors; 410,000 tested, 0.12% active; further: potency means the concentration at half of the fitted maximal effect; nearly all actives have a fitted effect of over 50% in size
#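 Screened from lowest to highest concentration, compounds were pinned into TbPYK/substrate mixtures, and ADP (130 uM final) was added. Plates sat at room temperature for 45 min prior to Kinase-Glo Plus detection by luminescence.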
# HCV inh: qHTS Assay for Inhibitors of Hepatitis C Virus (HCV); Huh7.5.1 HCVcc-Cre infection, luciferase reporter, 44 h; Potency, µM (top dose mostly 41.8 µM), without a hit: at the highest dose activity change, negative = inhibition, hits mostly inhibitors; 340,000 tested, 3.4% active; further: potency means the concentration at half of the fitted maximal effect
#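 HCVcc-Cre virus at an moi near 0.5 was added right after compound to cells cultured 4 h from seeding (1,000 cells/well). Luciferase activity was determined 44 h later, 15 min after substrate addition at RT.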
# * marks the source's active call; other numbers are inactive results; ? = inconclusive; . = not tested or not shown; [ ] = another dose, or the depositor's remark. Unless noted, the call rests on the fitted dose curve; in most records, active means well fitted curve in the direction sought with a large enough effect; inconclusive means small, poorly fitted or top-dose-only effect, or another doubt; inactive means no such curve, though single readings can be large; an effect the other way counts as inactive or inconclusive. Unless noted, on the % scale 0 is the no-effect control and ±100 the full control effect. Not a hit list. About 7.5% of those tested had a hit in this group.
SMILES,HCMV antiviral,AMA1 RON2 block,AmpC detergent,AmpC inh no detg,LmPK inh,TbPYK inhibitor,HCV inh
COc1ccccc1NC(=S)N(CCc1ccc(OC)c(OC)c1)Cc1ccccn1,-9,12%,0%,71%[activator],5%,-6%,-1%
CC1(C)NC(=O)N(CC(=O)OCC(=O)Nc2cccc(F)c2)C1=O,-7,9%,?,-21%,3%,-2%,4%
CCCCCN(C(=O)CCC(=O)OCC(=O)N1C(C)CCCC1C)c1c(N)n(CCCC)c(=O)[nH]c1=O (stereo unspecified),30,-10%,1%,289%,-11%,0%,16%
NC(=O)c1nsc(C(=O)N(c2ccccc2)C(C(=O)NC2CCCC2)c2cccs2)c1N (stereo unspecified),-7,-14%,-9%,9%,-3%,1%,1%
Cc1cccc(C)c1NC(=S)N/N=C/c1ccccc1C(=O)O,26,89%[activator],-4%,-26%,-2%,-11%,1%
CC1CCCCC1NC(=O)Cc1ccc(S(=O)(=O)N2CCOCC2)s1 (stereo unspecified),-8,9%,?,35µM*,.,1%,?
O=C(N/N=C/c1cccnc1)c1ccc(Cn2cc([N+](=O)[O-])cn2)o1,0,-25%,-7%,-17%,1%,-2%,8%
O=C(CSc1ccccn1)N1CCN(S(=O)(=O)c2ccc(Cl)cc2)CC1,-34,-3%,-10%,-11%,.,8%,2%
COc1ccc(C(=O)C[n+]2ccc3c(c2)nc(-c2ccccc2)n3C)cc1,-91*,11%,-11%,-16%,-3%,5%,1%
O=C1CCC/C=C/C[C@@H](CC(=O)N(CCO)Cc2ccccc2)C(=O)NC[C@H](c2ccccc2)O1,-2,15%,.,62%[activator],.,6%,15%
O=[N+]([O-])c1cccc(NC(=S)NCCc2ccccc2)c1,-95*,-1%,-10%,3%,6%,-5%,13µM*
COc1ccccc1OCCNC(=O)C1CC(=O)N(c2ccccc2OC)C1 (stereo unspecified),-10,5%,12%,31%,.,-2%,-3%
O=C1C2Sc3[nH]c(=O)sc3C(c3ccccc3)C2C(=O)N1c1ccc(Cl)cc1 (stereo unspecified),-12,-3%,3%,-55%,1%,-10%,20%
CCCn1c(SCC(=O)Nc2ccc3c(c2)OCCO3)nnc1-c1ccco1,-28,-6%,-20%,-18%,-2%,6%,-11%
CCN1CCN(Cc2cc(OC)c(OC)cc2[N+](=O)[O-])CC1,38,-3%,-4%,-3%,-2%,-1%,2%
Cc1cccc(-n2c(=O)c3ccccc3n3c(=S)[nH]nc23)c1C,-13,6%,7%,-17%,-4%,?,-3%
C#CCN(C[C@@H]1[C@@H](OC(=O)NCC2CCCCC2)[C@@H](OC(=O)NCC2CCCCC2)Cn2c(=O)n(CCCCCC)c(=O)n21)S(=O)(=O)c1ccc(C)cc1,8,4%,.,.,.,6%,.
O=C(Oc1ccc(-c2ccccc2)cc1)N1CCOCC1,30,-5%,-6%,24%,-13%,0%,-5%
Cc1ccc(NC(C)C(=O)N/N=C/c2c[nH]c3ccccc23)cc1 (stereo unspecified),-13,-6%,0%,-28%,-1%,1%,-14%
O=C(NC(=S)Nc1ccc(S(=O)(=O)N2CCCC2)cc1)c1cccs1,1,35%[activator],3%,-42%,1%,-9%,1%
COC(=O)C1=CN(c2cccc(Cl)c2)C=C(C(=O)OC)C1c1cccc(OC)c1,-2,36%[activator],?,-4%,-1%,4%,?
COc1ccc(N(CC(=O)NC2CCCCC2)C(=O)c2snc(C(N)=O)c2N)cc1,5,5%,0%,-12%,-2%,1%,-23%
CC(NC(=O)CNC(=S)N(Cc1ccccc1)Cc1cccnc1)c1ccccc1 (stereo unspecified),?,-16%,1%,59%,6%,0%,11%
Cc1cc(C(F)F)n2ncc(C(=O)NCc3ccccc3C(F)(F)F)c2n1,-14,-13%,-4%,-3%,-1%,-6%,?
COc1cccc(-c2cc(NC=O)c3ncc(-c4ccc(C(C)=O)cc4)n3c2)c1,-64*,59%[activator],.,.,.,3%,.

# Compounds shown so far that contain an NH in an aromatic ring (4):
SMILES,HCMV antiviral,AMA1 RON2 block,AmpC detergent,AmpC inh no detg,LmPK inh,TbPYK inhibitor,HCV inh
CCCCCN(C(=O)CCC(=O)OCC(=O)N1C(C)CCCC1C)c1c(N)n(CCCC)c(=O)[nH]c1=O (stereo unspecified),30,-10%,1%,289%,-11%,0%,16%
O=C1C2Sc3[nH]c(=O)sc3C(c3ccccc3)C2C(=O)N1c1ccc(Cl)cc1 (stereo unspecified),-12,-3%,3%,-55%,1%,-10%,20%
Cc1cccc(-n2c(=O)c3ccccc3n3c(=S)[nH]nc23)c1C,-13,6%,7%,-17%,-4%,?,-3%
Cc1ccc(NC(C)C(=O)N/N=C/c2c[nH]c3ccccc23)cc1 (stereo unspecified),-13,-6%,0%,-28%,-1%,1%,-14%

# Next part:
SMILES,HCMV antiviral,AMA1 RON2 block,AmpC detergent,AmpC inh no detg,LmPK inh,TbPYK inhibitor,HCV inh
CC(C)(C)c1ccc(-n2ncc3c2CCCC3NC(=O)c2ccco2)cc1 (stereo unspecified),?,8%,.,.,.,0%,.
CCCOP(=O)(c1ccc(N(C)C)cc1)C(O)c1ccc(Br)cc1 (stereo unspecified),12,-16%,5%,89%[activator],-2%,-6%,9%
CCC(NC(=O)C1C2C=CC(C2)C1C(=O)O)c1ccc(C)cc1 (stereo unspecified),34,-2%,6%,0%,-1%,-2%,11%
CC1(C)OC(=O)C(=CNC(=O)c2c(F)cccc2F)C(=O)O1,-39,6%,-13%,-8%,-27%,-11%,9%
CN(C1CC(C)(C)NC(C)(C)C1)S(=O)(=O)CC12CCC(CC1=O)C2(C)C (stereo unspecified),0,-7%,7%,-17%,-1%,4%,12%
COc1ccc(C(=O)NCC(C)(C)CNC(=O)c2ccc(OC)cc2)cc1,19,7%,.,.,.,-2%,-19%
Cc1cccc(C2=NC(C(F)(F)F)(C(F)(F)F)c3c(n(-c4ccc(F)cc4)c(=O)[nH]c3=O)N2)c1,?,11%,1%,-17%,-1%,-3%,?
C/C(CC(=O)Nc1ccccc1F)=N\NC(=O)Cc1ccc(Cl)cc1,-28,38%[activator],8%,-7%,-2%,1%,-6%
Cc1ccccc1CN1CCc2nc(N3CCN(c4ncccn4)CC3)ncc2C1,-36,.,3%,.,.,2%,.
COc1ccc2[nH]c(C(=O)N3CCCN(Cc4ccc(F)cc4)CC3)cc2c1,-13,-8%,-4%,12%,1%,-4%,?
CCOC(=O)[C@@H]1[C@H]2COc3ccc(Br)cc3[C@@H]2N2C(=O)N(c3ccc(C)cc3)C(=O)[C@@]12C,-20,0%,.,1%,.,-5%,4%
Cc1nn(C)c(Cl)c1NC(=O)OCc1ccc(F)cc1,-19,-11%,-6%,62%[activator],3%,0%,-3%
COc1cc(C(=O)OCC(=O)Nc2c(C)n(C)n(-c3ccccc3)c2=O)c([N+](=O)[O-])cc1OC,-33,-1%,-4%,8%,.,-3%,16%
Cc1cccc(N2CCN(C(=O)C3CCN(Cc4nc(-c5ccc(Cl)cc5)oc4C)CC3)CC2)c1C,-31,.,5%,.,.,5%,.
Cc1ccc(CCN2CC(C(=O)NCCCOC(C)C)CC2=O)cc1 (stereo unspecified),17,0%,-6%,26%,-17%,6%,17%
CC(C)(C)c1ccc(S(=O)(=O)NC(=O)C2(C)CCN2C(=O)C2CCCCC2)cc1 (stereo unspecified),35,-3%,.,.,.,-1%,.
O=C(Nc1ccc(Cl)cc1)C1CCN(c2nc3ccccc3n3cccc23)CC1,-22,.,2%,.,.,2%,.
C=CCOc1cccc(C(=O)N2CCCC(Nc3ccc4c(c3)OCCO4)C2)c1 (stereo unspecified),17,-23%,0%,0%,-15%,-16%,?
CCn1c2ccccc2c2cc(NC(=O)c3ccc(=O)oc3)ccc21,21,-15%,-3%,-42%,2%,0%,-26%
Cc1ccc(S(=O)(=O)NCc2nc(-c3cccc(C)c3)no2)cc1,-25,.,-10%,.,.,4%,.
CCOC(=O)c1c(C)oc2nc(C)nc(NCCc3ccc(OCC)c(OCC)c3)c12,-13,.,5%,.,.,-1%,.
Cc1sc2ncnc(N3CCC(C)CC3)c2c1C,-39,-15%,3%,-3%,0%,-8%,-21%
CC(NC(=O)c1ccccc1)c1nc2ccccc2n1Cc1ccc(Cl)cc1 (stereo unspecified),-15,.,15%,.,.,1%,.
Cc1nc2c(=O)[nH]n(C)c2nc1C,16,-7%,.,.,.,-2%,.
Cc1ccc2cc(CN(Cc3ccco3)C(=S)NCC3CCCO3)c(=O)[nH]c2c1C (stereo unspecified),-12,0%,-8%,69%[activator],3%,8%,-10%
COc1ccccc1NC(=O)C1=C(C)Nc2nc(SCc3ccccc3C)nn2C1CC(C)C (stereo unspecified),6,.,-3%,.,.,-1%,.
CCOC(=O)/C=C/c1ccc2oc3ccccc3c(=O)c2c1,-4,-3%,?,-8%,1%,-3%,4%

# Ordered by length of the SMILES (highest first): some entries from above.
SMILES,HCMV antiviral,AMA1 RON2 block,AmpC detergent,AmpC inh no detg,LmPK inh,TbPYK inhibitor,HCV inh
Cc1cccc(C2=NC(C(F)(F)F)(C(F)(F)F)c3c(n(-c4ccc(F)cc4)c(=O)[nH]c3=O)N2)c1,?,11%,1%,-17%,-1%,-3%,?
Cc1ccc(S(=O)(=O)NCc2nc(-c3cccc(C)c3)no2)cc1,-25,.,-10%,.,.,4%,.
Cc1sc2ncnc(N3CCC(C)CC3)c2c1C,-39,-15%,3%,-3%,0%,-8%,-21%
